# Screens as filed in PubChem.
# Nrf2 ARE act – activates Nrf2 signaling; Potency, µM (series often up to 46.1 µM), for inactives: top-dose activation, most hits filed as activators; AREc32 ARE-luciferase reporter (MCF7-derived line), luminescence, 24 h; 410,000 tested, 0.31% active; also: potency is read from the fitted curve at half-maximal effect; % of control where 0% means no effect; nearly all actives have a fitted effect of over 65% in size
#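 ARE activation measured as luciferase luminescence (Steady-Glo, 30 min RT) in AREc32_Fluc cells after 24 hr compound exposure at 37 deg C, 5% CO2; cells seeded overnight at 1000/well in OPTI-MEM, 5% FBS.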
# TGFb SMAD3 inh – inhibitors of TGF-b signaling; Potency, µM (series often up to 46.1 µM), inactives show at the top dose activity, negative = inhibition, usual class: inhibitors; HepG2 CAGA-GFP TGF-b/SMAD3 reporter, GFP fluorescence, 18 h; TGF-beta stimulated, 500 pg/mL final; 410,000 tested, 1.2% active; AID 588855; also: potency is read from the fitted curve at half-maximal effect; % is scaled to controls: 0 for no effect and ±100 for the full control effect; nearly all actives have a fitted effect of over 65% in size
#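 HEPG2 CAGA-GFP, 1000 cells/well; 2 h settle, 37 C; cpd via pin tool; TGF-b 500 pg/mL final; 18 h, 37 C; GFP imaging ex488/em500-530; %Activity normalised to -TGF-b and +DMSO controls; CRC fit, curve class.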
# Nrf2 block – Nrf2 pathway inhibition | A549 ARE-Fluc reporter, luciferase luminescence, 18-24 h | Potency, µM (doses to about 46 µM), without a hit: at the highest dose activity change, negative = inhibition, most hits filed as inhibitors | 360,000 tested, 2.1% active | AID 504444; also: potency is read from the fitted curve at half-maximal effect; % is scaled to controls: 0 for no effect and ±100 for the full control effect; nearly all actives have a fitted effect of over 60% in size
#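 Cells were seeded and rested 2 h, then exposed to compounds for 18-24 h. CellTiter-Fluor was read first as a viability measure. BugLite was added 15 min before the final luminescent read of ARE-luciferase activity in A549 cells.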
# HepG2 viability – kills HepG2 cells in TGF-b inhibitor counter-screen; HepG2 CAGA-GFP viability, ATP luminescence, 18 h; Potency, µM (highest dose often 46.1 µM), for the others: top-dose activity change, negative = cytotoxicity, most hits filed as cytotoxic; 410,000 tested, 0.76% active; AID 588856; also: potency is read from the fitted curve at half-maximal effect; some results filed as inactive show a strong effect at the top dose
#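 CellTiter-Glo luminescence gave cytotoxicity after 18 hours at 37 degrees C. The cells were HepG2 CAGA-GFP in 1% FBS DMEM, stimulated with 500 pg/mL TGF-beta after compound addition. %Activity was normalised to no-cell wells (complete cell-killing) and DMSO (no toxicity), and curves were fitted and classified.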
# A549 viability – kills or reduces viability of A549 cells in Nrf2 counter-screen. A549 ARE-Fluc cells, CellTiter-Fluor viability, 18-24 h. Potency, µM (highest dose often 46 µM), for the others: top-dose activity change, negative = cytotoxicity, usual class: inhibitors. 390,000 tested, 0.16% active; also: potency is read from the fitted curve at half-maximal effect; % is scaled to controls: 0 for no effect and ±100 for the full control effect
#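 Cytotoxicity counterscreen: CellTiter-Fluor fluorescence was measured in A549 ARE_Fluc cells after 18-24 h of compound exposure in a concentration series. The subsequent BugLite luminescent read reports ARE-luciferase activity.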
# pAkt inh – Akt phosphorylation inhibition. AID 651550. activity change, % for hits at 50 µM. Neuro2A IGF-stimulated pAkt S473 HTRF, 20 min; active compounds read low. 360,000 tested, 0.32% active; in the data active = activity change below about -80%; inconclusive = mostly about -51% to -80%; also: % is scaled to controls: 0 for no effect and ±100 for the full control effect
#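 Neuro2A cells (4,500/well, DMEM with 0.5% FBS) were treated with compound at a single 50 µM final concentration, stimulated with 6 nM IGF for 20 min at 37 °C, and lysed. Phospho-Akt Ser473 was read by HTRF as 665/615 ratio ×10^4.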
# MmCpn inh – blocks the Methanococcus maripaludis chaperonin Mm-Cpn; purified Mm-Cpn ATPase, ADP Transcreener TR-FRET; Potency, µM (top dose mostly 76.9 µM), without a hit: at the top dose activity, negative = inhibition, usual class: inhibitors; 330,000 tested, 0.031% active; also: potency is read from the fitted curve at half-maximal effect; % is scaled to controls: 0 for no effect and ±100 for the full control effect; nearly all actives have a fitted effect of over 80% in size
#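 Purified archaeal chaperonin (25 nM final) was preincubated with compound for 10 min at 37°C, then ATP (10 uM final) was added for 30 min at 37°C in Tris pH 7.4/KCl/MgCl2/DTT buffer. ADP was quantified by HTRF Transcreener TR-FRET.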
# Abeta rescue – restores growth of yeast expressing A-beta42 peptide; Potency, µM (doses to about 46.1 µM), inactives show top-dose growth rescue, hits mostly activators; AID 1347071; yeast expressing A-beta42, growth rescue, OD600, 48 h; response scale: 0% DMSO, 100% iron-clioquinol control; 410,000 tested, 0.063% active; also: potency is read from the fitted curve at half-maximal effect; nearly all actives have a fitted effect of over 55% in size
#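 Growth rescue measured by 600 nm absorbance after 48 h yeast culture at 30 C with compound. Values normalized between DMSO and an equimolar ferric chloride plus clioquinol control.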
# CCT modulator – cytosolic chaperonin activity modulation | purified chaperonin ATPase assay, HTRF ADP detection, 30 min | activity change, % (no concentration beside the values), hits read low | 360,000 tested, 0.3% active | AID 651819; in the data active = activity change below about -30%; also: % is scaled to controls: 0 for no effect and ±100 for the full control effect
#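 ATPase activity: ADP formed was measured by HTRF Transcreener (665/615 nm ratio) after 30 min at 37 deg C with 10 uM ATP. Compounds screened at one 76 uM concentration against 40 or 20 nM TRiC in Tris pH 7.4/KCl/MgCl2/DTT buffer.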
# * = called active by the depositor; i = inactive; ? = inconclusive; nt = not tested or not shown; [ ] = dose if it differs, or a comment. Unless noted, calls follow the shape of the dose curve; as a rule, active = well fitted curve in the direction sought with a large enough effect; inconclusive = small, poorly fitted or top-dose-only effect, or another doubt; inactive = no such curve, though single readings can be large; an effect the other way counts as inactive or inconclusive.
SMILES,Nrf2 ARE act,TGFb SMAD3 inh,Nrf2 block,HepG2 viability,A549 viability,pAkt inh,MmCpn inh,Abeta rescue,CCT modulator
CSc1ccc(S(=O)(=O)NCC(=O)OCC(=O)NCCc2ccccc2)cc1[N+](=O)[O-],2.7%,-11%,4%,-6%,1%,i,1%,17%,1.4
O=C(NCc1cccnc1)c1cccnc1-c1nc2ccccc2s1,1.7%,12%,1%,-4%,12%,i,-4%,-1%,-0.6
CCC(C)(C)NC(=O)C(c1ccc(O)cc1)N(Cc1ccco1)C(=O)CCC(=O)Nc1ccccn1 (stereo not drawn),-0.4%,20%,?,2%,1%,i,2%,-3%,0.1
O=C(Nc1ccccc1)c1ccccc1NS(=O)(=O)c1ccc(Cl)s1,2.3%,13µM*,18µM*,-31%,?,i,-2%,-80%[inhibitor],2.3
O=C(Nc1ccc(Cl)cc1)OCCn1nnnc1C(c1ccccc1Cl)N1CCOCC1 (stereo not drawn),3.8%,-6%,8%,-17%,-1%,i,0%,7%,-0.2
CCC(=O)c1ccc(-c2ccccc2)cc1,4.7%,1%,8%,-59%,0%,i,2%,2%,-1.9
CC1(C)CC(=O)C2=C(C1)N(c1ccc(Cl)cc1)C(=O)C2(O)C(F)(F)F (stereo not drawn),-0.7%,?,2%,-28%,-4%,i,0%,0%,2.6
COc1cc(C(=O)NCCC(=O)N2CCCCC2)cc(OC)c1OC,-0.1%,3%,-3%,0%,6%,i,-12%,4%,-1.5
C=CCn1c(SCc2c(F)cccc2Cl)nnc1-c1ccco1,-0.2%,-9%,8%,-27%,-20%,i,1%,-11%,-1.7
COc1ccc(NC(=S)NC(=O)C2CCCCC2)cc1,-0.6%,-14%,?,-7%,8%,i,-1%,22%,-1.4
CCCCOC(=O)C1CN(c2ccccc2)N=C1C(C)=O (stereo not drawn),-0.1%,-12%,15%,-169%,6%,i,-3%,-4%,-0.1
Cc1noc(C)c1COc1ccc(C(=O)OCC(=O)NC2CCCCC2C)cc1 (stereo not drawn),0.1%,-12%,5%,4%,-1%,i,0%,3%,1.1
CCOC(=O)c1ccccc1NC(=O)COC(=O)CCCOc1ccccc1,-0.7%,-14%,2%,-2%,0%,i,1%,7%,-3.3
CC(C)N(C)CCOC(=O)/C=C/c1ccccc1,2.4%,9%,6%,-17%,-2%,i,1%,-4%,-1.4
Cc1nc(N)c2c(Cc3cccc4ccccc34)nn(C(C)(C)C)c2n1,-0.5%,?,-21%,-12%,-3%,nt,nt,-7%,nt
Cc1cccc(NC(=O)CSc2nc(=O)n(CCN3CCOCC3)c3c2CCC3)c1,-1.4%,-4%,nt,-11%,11%,nt,nt,-9%,nt
CCN1C(=O)c2ccccc2Sc2ccc(NC(=O)c3ccc(C#N)cc3)cc21,-0.7%,-1%,nt,3%,-15%,nt,nt,-10%,nt
COc1ccc(/C=C(/NC(=O)c2ccc(OC)c(OC)c2)C(=O)NCCc2c[nH]c3ccccc23)cc1,-0.6%,-3%,2%,-5%,-2%,i,1%,7%,1.4
CCN1CCN(CCCNC(=O)c2ccc3c(c2)sc2nc(-c4ccc(OC)cc4)cn23)CC1,15%,?,-26%,-103%,-2%,nt,nt,-38%[inhibitor],nt
COC(=O)CSc1cc(SCC(=O)OC)c(C#N)c(SCC(=O)OC)c1,5.5%,-20%,0%,-13%,1%,i,0%,-17%,0.7
NC(=O)c1cc2ccccc2o/c1=N\NC(=O)c1ccncc1,?,-1%,4%,-9%,0%,i,-1%,11%,-0.9
Cc1occc1-c1nnc(SCC(=O)Nc2nccs2)n1Cc1ccco1,0.6%,-11%,-12%,8%,-1%,i,1%,6%,-2.1
CCc1nc2ccc(C(=O)NCCCN3CCCC3=O)cn2c1N(CC)CCN(C)C,0.2%,8%,nt,1%,nt,i,nt,-14%,-1.3
COc1cccc(C(=O)N2CCC(CCC(=O)Nc3cccc(C)c3)CC2)c1,0.0%,?,5%,10%,-3%,i,2%,0%,1.6
COc1cc2c(cc1NC(=O)c1ccc(C)c([N+](=O)[O-])c1)oc1ccccc12,4.3%,-14%,-4%,-89%,4%,i,2%,-5%,0.2

# Retrieved one by one from the entries so far (4):
SMILES,Nrf2 ARE act,TGFb SMAD3 inh,Nrf2 block,HepG2 viability,A549 viability,pAkt inh,MmCpn inh,Abeta rescue,CCT modulator
COc1cc(C(=O)NCCC(=O)N2CCCCC2)cc(OC)c1OC,-0.1%,3%,-3%,0%,6%,i,-12%,4%,-1.5
Cc1noc(C)c1COc1ccc(C(=O)OCC(=O)NC2CCCCC2C)cc1 (stereo not drawn),0.1%,-12%,5%,4%,-1%,i,0%,3%,1.1
Cc1nc(N)c2c(Cc3cccc4ccccc34)nn(C(C)(C)C)c2n1,-0.5%,?,-21%,-12%,-3%,nt,nt,-7%,nt
CSc1ccc(S(=O)(=O)NCC(=O)OCC(=O)NCCc2ccccc2)cc1[N+](=O)[O-],2.7%,-11%,4%,-6%,1%,i,1%,17%,1.4

# Back to the main list; the 3 compounds before the break are reprinted first.
SMILES,Nrf2 ARE act,TGFb SMAD3 inh,Nrf2 block,HepG2 viability,A549 viability,pAkt inh,MmCpn inh,Abeta rescue,CCT modulator
CCc1nc2ccc(C(=O)NCCCN3CCCC3=O)cn2c1N(CC)CCN(C)C,0.2%,8%,nt,1%,nt,i,nt,-14%,-1.3
COc1cccc(C(=O)N2CCC(CCC(=O)Nc3cccc(C)c3)CC2)c1,0.0%,?,5%,10%,-3%,i,2%,0%,1.6
COc1cc2c(cc1NC(=O)c1ccc(C)c([N+](=O)[O-])c1)oc1ccccc12,4.3%,-14%,-4%,-89%,4%,i,2%,-5%,0.2
CC1=C(/C=N/Nc2ccc([N+](=O)[O-])cc2[N+](=O)[O-])C(C)(C)CCC1,0.0%,59%[activator],?,1%,-3%,i,0%,5%,-0.7
COc1ccc(CCNC(=O)Cn2nnc(-c3ccc(OC)c(OC)c3)n2)cc1OC,-0.1%,4%,-20%,4%,3%,i,0%,9%,-1.3
COc1ccc(N(Cc2cccs2)C(=O)COc2cc(C)c(Cl)c(C)c2)cc1,-0.3%,16µM*,?,-28%,-1%,nt,nt,-17%,nt
CC(C)[C@H](NC(=O)c1ccc(Cl)cc1Cl)C(=O)OCc1nc2ccsc2c(=O)[nH]1,0.2%,-24%,6%,-6%,9%,i,nt,-2%,2.6
Oc1ccc(Nc2nc(-c3ccc(O)cc3)cs2)cc1,?,20%,nt,-13%,3%,i,-27%,6%,-0.5
COc1cc(C(=O)OCC(=O)NCc2ccco2)cc(OC)c1OC,1.6%,-2%,0%,3%,-2%,i,1%,13%,-2.5
CCOc1ncccc1C(=O)OCC(=O)Nc1ccc(C(N)=O)cc1,-0.3%,-16%,-4%,-10%,-4%,i,0%,10%,-2.5
N#C/C(=C/c1cn(Cc2ccc(F)cc2)c2ccccc12)C(=O)Nc1cccc(Cl)c1,0.1%,?,?,-32%,-22%,nt,nt,-6%,nt
CC(=O)c1cc(C#N)c(N2CCN(c3ccccc3)CC2)nc1C,0.2%,0%,7%,-3%,3%,i,-24%,6%,0.7
COc1ccc(C(=O)Nc2cc(Cl)cc(Cl)c2)c(OC)n1,-0.4%,-2%,9%,8%,-1%,nt,-1%,17%,-4.9
O=c1[nH]c(C2CCCN(S(=O)(=O)c3cccc(Cl)c3)C2)nc2c1nnn2Cc1ccc2c(c1)OCCO2 (stereo not drawn),8.5%,?,-8%,-26%,-2%,nt,2%,-6%,-1.0
COc1ccccc1C(=O)Nc1ccc(S(=O)(=O)N2CCCC2)cc1,0.3%,-9%,?,1%,-17%,i,-2%,9%,2.0
C=CCn1c(SC(C)C(=O)NCc2ccc3c(c2)OCO3)nc2scc(-c3ccccc3)c2c1=O (stereo not drawn),-0.1%,0%,-18%,-11%,-4%,i,-8%,15%,-1.0
CC1Cc2ccccc2N1S(=O)(=O)c1ccc2c(c1)n(C)c(=O)c(=O)n2C (stereo not drawn),1.9%,-9%,-15%,0%,6%,i,1%,-7%,-1.6
CN(C)S(=O)(=O)Nc1ccc(Oc2ccccc2)cc1,-0.3%,-6%,-3%,-16%,-1%,i,?,26%,0.4
COc1ccc(C(CNC(=O)COc2cc(C)cc(C)c2)N2CCCCC2)cc1 (stereo not drawn),1.4%,-20%,2%,-50%,-8%,nt,nt,-9%,nt
O=C(Cc1ccc(Cl)cc1)N1CCOCC1,2.6%,-4%,2%,4%,8%,i,2%,12%,-2.5
Cc1cc(NC(=O)CCNS(=O)(=O)c2cccc3nsnc23)ccc1Br,3.5%,?,0%[9.27 µM],-23%,0%,nt,nt,10%,nt
O=C(CCN1C(=O)c2ccccc2C1=O)c1cnc[nH]1,-0.5%,-1%,nt,-4%,nt,i,nt,-19%,-0.9
Cc1cc(C)n(/N=C/c2ccc(C(C)C)cc2)c(=O)c1C#N,0.8%,-21%,18%,6%,-6%,i,-1%,14%,-2.2
CCN1CCN(C(=O)N[C@@H](C(=O)N[C@@H]2C(=O)N3C(C(=O)O)=C(CSc4nnnn4C)CS[C@H]23)c2ccc(O)cc2)C(=O)C1=O,0.7%,17%,19%,12%,0%,i,-1%,3%,-0.2
Cc1ccc(NC(=O)CNCC2CCCCC2)cc1S(=O)(=O)N(C)C,3.1%,?,3%,-31%,-8%,i,0%,-6%,-1.3
